Assay outcomes deposited in PubChem BioAssay by Broad Institute.
PGC1a acetyl inh – PGC1a acetylation modulation, inhibitor mode. 0.17% of 350,000 active. U2OS PGC1a acetylation, AlphaScreen anti-acetyl-lysine; with virally co-expressed GCN5 acetyltransferase. inhibition, % at 15.6 µM;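 active = every replicate shows inhibition of at least 40%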;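 also: 0% = neutral control wells and 100% = positive control wells; some results beyond the cut were filed as inactive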
Cneo AK release – Cryptococcus neoformans lysis via adenylate kinase release; C. neoformans lysis, adenylate kinase release luminescence, 4 h; normalised: neutral wells 0, clomiphene wells 100; lysis activity, % at 15 µM; 0.2% of 360,000 active;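 active = mean lysis activity across replicates of at least 80%, whatever share of replicates individually reach that level; inactive = mean lysis activity below 80%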
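Material: C. neoformans cells; Schedule: 4 h static compound exposure, 37 °C, read 1 h post-reagent; Measured by: adenylate kinase release luminescence; Read-out: signal increase indicating cell lysis; Controls: Clomiphene as positive lysis control.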
miR-122 sensor – miR-122 inhibition in Huh7 cells | AID 602342 | Huh7 miR-122 Renilla luciferase sensor, 48 h; neutral wells = 0, positive control = 100 | 0.3% of 340,000 active | activation (reporter increase), % at 12.5 µM;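 active = mean replicate activation score at least 90 and every replicate individually at or above 90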;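 also: higher luciferase means less miR-122 activity so hits act as miR-122 inhibitors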
* hit, by the source's call.

SMILES | PGC1a acetyl inh | Cneo AK release | miR-122 sensor
Cc1ccc(CN2CCS(=O)(=O)CC2)cc1 | 9 | 7 | -5
Clc1ccc2[nH]c3c(NCCCN4CCOCC4)ncnc3c2c1 | 1 | -1 | 2
CCN1C(=O)/C(=C\N2CCN(C)CC2)SC1=S | 5 | 8 | -1
O=C(NCc1cc(C(F)(F)F)cc(C(F)(F)F)c1)C12CN(Cc3ccccc3)CC1C(c1cccc([N+](=O)[O-])c1)=NO2 (stereo not drawn) | -12 | 0 | 1
Cc1ccc2nc(CCc3nc4ccc(C)cc4o3)oc2c1 | 10 | 1 | 3
CCOC(=O)NCc1cc(-c2nn(C)c(=O)c3ccccc23)ccc1C | -9 | -1 | -2
CCCOc1ccc(NC(=O)CC2C(=O)N(C)C(=S)N2Cc2cccs2)cc1 (stereo not drawn) | -17 | 1 | -1
CN1CCCN(C(=O)c2ccc(Cl)c(S(=O)(=O)N(C)c3ccccc3)c2)CC1 | -7 | -2 | 0
C=CCn1c(SCc2ccccc2)nc(O)cc1=O | -1 | 1 | -2
O=c1[nH]c2ccc(Cl)cc2c(O)c1-c1ccccc1 | -1 | -2 | -8
Cc1onc(-c2c(F)cccc2Cl)c1C(=O)Nc1cccc(Cn2cccn2)c1 | 5 | -1 | -5
CCCn1c(CNC(=O)c2ccccc2)nc2ccccc21 | 3 | 0 | -5
CC(=O)Nc1ccc(Cl)c(C(N)=O)c1 | 8 | 8 | -4
CCCN(CCC)C(=O)c1cc(-c2ccc3c(c2)OCO3)nc2ccccc12 | -8 | 5 | 22
CC(=O)Nc1ccc(S(=O)(=O)Nc2nccc(C3Cc4ccccc4C(=O)O3)n2)cc1 (stereo not drawn) | 3 | -1 | -13
CCn1cc(C(=O)N2CCN(Cc3ccc4c(c3)OCO4)CC2)c(=O)c2ccc(C)nc21 | 13 | -3 | -4
COc1ccc(/C=N/NC(=O)C(C)n2nnc3ccccc32)cc1OC (stereo not drawn) | 9 | 1 | -4
COCC(C)NC(=O)CCS(=O)(=O)c1nc(-c2ccc(OC)cc2)cc(C(F)(F)F)n1 (stereo not drawn) | -14 | 0 | 0
Cn1c(SCCOc2cccc(Cl)c2)nnc1-c1ccncc1 | 14 | 0 | -6
CC(=O)c1sc(N)c(C(=O)OC(C)C)c1C | -6 | -3 | -2
CCCOCC(O)COc1ccccc1C(=O)N1CCOCC1 (stereo not drawn) | 1 | 2 | 3
COc1ccc(C(=O)Nc2cc(OC)nc(OC)n2)cc1 | -4 | -20 | 5
Cc1ccc(-n2c(N)c(C#N)c(-c3ccc(Cl)cc3)c(C#N)c2=O)cc1 | 1 | -1 | -2
Cc1ccc(Nc2nc3c([nH]2)c(=O)[nH]c(=O)n3C)cc1 | 4 | 2 | 2
O=c1oc2ccccc2c(O)c1C=NCc1ccccn1 | 13 | 0 | 0
N#CC1=C(SCC(=O)c2ccc(Br)cc2)NC2=C(C(=O)CCC2)C1c1ccco1 (stereo not drawn) | -21 | -6 | 12
CN(C)CCCNC1=CC(=O)OC12CCCCC2 | 1 | -1 | 1
Cc1ccc2cc3c(NC(=O)c4cccnc4)nn(C)c3nc2c1 | 9 | -2 | 6
Cc1ccc(-c2noc(CCC(=O)NCCN3CCN(Cc4ccccc4)CC3)n2)cc1 | -3 | 2 | -2
O=C(NCCN1CCOCC1)c1ccc(CS(=O)(=O)Cc2ccccc2F)o1 | -5 | 2 | -2
COC(=O)c1ccc(CSc2nc3c(cnn3-c3ccc(C)c(C)c3)c(=O)[nH]2)o1 | -2 | 0 | -4
O=C(Cn1cccc1C(=O)c1ccccc1)NCCN1CCOCC1 | -4 | -1 | -1
COCCNC(=O)C(c1ccco1)N(C(=O)Cn1nnc2ccccc21)c1cc(C)ccc1C (stereo not drawn) | -6 | 0 | 12
COC(=O)c1ccccc1S(=O)(=O)NC(=O)c1ccccc1 | -5 | 3 | 0
CCOC(=O)N1CCN(C(=O)CCSc2ccc(C)cc2)CC1 | -24 | -4 | -5
Cc1ccc(OCC(O)CN2C(=O)NC(C)(C)C2=O)cc1 (stereo not drawn) | -5 | 4 | -5
COc1ccc(N=C(C)C2=C(O)COC2=O)cc1 | -5 | -1 | 1
O=C(NCc1ccccn1)c1ccc(N2CCCC2=O)cc1 | 12 | 1 | -16
CCc1cc(Br)ccc1N1C(=O)C2CC=CCC2C1=O (stereo not drawn) | -3 | -2 | -1
COc1ccc(N(C(=O)Cc2cccs2)C(C(=O)NC2CCCCC2)c2cccn2C)cc1OC (stereo not drawn) | 0 | -1 | 52
COc1ccc(S(=O)(=O)NCC2CCC(C(=O)N3CCC4(CC3)OCCO4)CC2)cc1 (stereo not drawn) | -6 | 1 | 6
COc1ccc(NC(=O)CN(C)C(=O)c2ccc(C)s2)cc1 | -8 | 0 | -2
COCCNC(=O)C(c1ccc(Cl)cc1)N(C(=O)CCC(=O)Nc1ccccn1)C1CCCC1 (stereo not drawn) | -1 | 0 | 3
O=C1C(Cl)=C(N2CCN(Cc3ccccc3)CC2)C(=O)N1c1ccccc1 | -11 | 4 | -7
CCOc1nc2ccccc2nc1NS(=O)(=O)c1ccccc1 | 4 | -6 | 0
Cc1csc(NC(=O)C(NS(=O)(=O)c2ccc(Br)s2)c2ccccc2)n1 (stereo not drawn) | 4 | 3 | 1
CCCC(C)NC(=O)c1ccc(C2SCC(=O)N2Cc2ccco2)cc1 (stereo not drawn) | 5 | -1 | 4
COc1ccccc1OCc1ccc(C(=O)N2CCN(C(=O)c3ccco3)CC2)cc1 | -7 | -4 | -2
Cc1cc(C)c(NC(=O)C(=O)NCc2ccco2)c(C)c1 | 19 | 2 | -1
Cc1cc(C)nc(Nc2n[nH]c(-c3ccccc3Br)n2)n1 | -3 | 1 | 0
COC(=O)c1ccc(NC(=O)CSC2=Nc3ccccc3C3CC=NN23)cc1 (stereo not drawn) | 5 | -1 | 4
O=c1cc(C(F)(F)F)[nH]c2c(C(F)(F)F)cccc12 | 4 | 1 | 2
COc1cc(/C=N/NC(=O)c2cccnc2)ccc1OC(=O)c1cccc(Br)c1 | -3 | 1 | 5
Cc1sc(-n2c(C)ccc2C)c(C#N)c1C | -1 | 2 | -1
CNC(=S)N1CCN(c2c(F)cc3c(=O)c(C(=O)O)cn(C4CC4)c3c2OC)CC1C (stereo not drawn) | 2 | 0 | -1
O=C1c2ccccc2C(=O)N1CCC(=O)N1CCc2ccccc21 | -7 | -2 | -4
Cc1cc(N2CCCC2=O)c(N)cc1N | 2 | 2 | 0
CCCc1cc(=O)oc2cc(C)cc(OC(C)C(=O)N[C@@H](Cc3c[nH]c4ccccc34)C(=O)O)c12 (stereo partly drawn) | -2 | 2 | -2
COCCn1nnnc1C(c1cc2ccc(C)cc2[nH]c1=O)N(Cc1ccco1)Cc1cccs1 (stereo not drawn) | 10 | 1 | 0
COc1ccccc1N1CCN(C(c2ccc(C)cc2)c2nnnn2C(C)C)CC1 (stereo not drawn) | 4 | -2 | 4

(more compounds)
SMILES | PGC1a acetyl inh | Cneo AK release | miR-122 sensor
O=C1c2ccccc2C(=O)N1Cc1nc2ccccc2o1 | 10 | 4 | -4
O=C(NCC1CCCO1)C1CCN(CC2CCCCC2)CC1 (stereo not drawn) | 7 | 1 | -2
COc1cccc(NS(=O)(=O)c2ccc3[nH]cc(C(=O)NCCC(C)C)c(=O)c3c2)c1 | 59 | 1 | 29
Cc1c(CCC(=O)O)c(=O)oc2cc(O)ccc12 | -2 | -1 | 13
CCOc1ccccc1N1CCN(c2nc(N)c(C#N)c(CC#N)c2C#N)CC1 | -21 | 1 | -7
Cc1ccc(S(=O)(=O)N(CC(O)CN2C(=O)NC(C)(C)C2=O)c2ccccc2)cc1 (stereo not drawn) | 0 | 0 | -2
O=c1cc(NCCO)c2ccccc2o1 | 5 | -2 | 1
CC1(C)CC(=O)c2sc(NC(=O)CN3CCCCC3)nc2C1 | -3 | -1 | -7
COC(=O)n1c(SC)nc2ccccc21 | 4 | -1 | 0
O=C(c1oc(=O)c2ccccc2c1-c1ccccc1)N1CCOCC1 | -20 | 0 | 8
O=C(CSc1nnc(-c2ccc3c(c2)OCCO3)o1)N1CCCC1 | 0 | 1 | -4
CCN(CC)C(=O)C(=O)N/N=C/c1ccc(Br)cc1 | -1 | -1 | -3
Cc1ccc(S(=O)(=O)N(C)CCCC(=O)NCc2ccc3c(c2)OCO3)cc1 | -13 | 6 | 2
CS(=O)(=O)N(CC(=O)NCCSc1ccc(Cl)cc1)c1ccc2c(c1)OCO2 | -11 | 2 | 3
O=C(NCc1ccc2c(c1)OCO2)c1cc2n(n1)C(C(F)(F)F)CC(c1ccc3c(c1)OCO3)N2 (stereo not drawn) | -1 | 8 | -1
CN(C(=O)c1cc2nc(-c3ccco3)cc(C(F)(F)F)n2n1)C1CCCCC1 | 6 | 4 | -4
O=C1C(=O)N(c2ccccc2)c2ccccc21 | -1 | 4 | -6
Cc1cccc(Nc2ncc3c(n2)CC(c2ccco2)CC3=O)c1 (stereo not drawn) | 9 | -2 | -1
COc1ccc2[nH]c(-c3ccc(C)cc3)cc(=O)c2c1 | 7 | -4 | 8
O=C(Nc1nc2c(Cl)cccc2s1)c1ccc(Br)o1 | -19 | 2 | 3
Fc1ccc(CSc2nncn2NCc2ccc3c(c2)OCO3)cc1 | -10 | -2 | 1
Cc1cc(OCCN2CCOCC2)nc2ccccc12 | 0 | -4 | -1
Cc1cc(=O)[nH]c(SCc2nc3ccccc3s2)n1 | -2 | -2 | 2
Cc1ccc(CCNC(=O)NC(C)(C)C)cc1 | 7 | 0 | 4
CCOC(=O)c1nnc(-c2ccccc2)nc1Sc1ccccc1Cl | 9 | -19 | 0
COC(=O)CCC(=O)c1oc2ccc(Cl)cc2c1NC(=O)CCCN1C(=O)c2ccccc2C1=O | -2 | 0 | 1
COc1ccccc1CCNC(=O)c1ccoc1C | -6 | -4 | 7
CCOC(=O)C1=C(N)n2c(s/c(=C\c3cccs3)c2=O)=C(C(=O)OCC)C1c1cccs1 (stereo not drawn) | 6 | -1 | 4
Cc1nc2oc(C(=O)c3ccc(Br)cc3)c(N)c2c2c1COC(C)(C)C2 | 3 | -4 | -4
CC(C=NNC(=O)C(=O)NN=CC(C)=Cc1ccccc1)=Cc1ccccc1 | -5 | -5 | 0

Fetched one by one from above, 3 records:
SMILES | PGC1a acetyl inh | Cneo AK release | miR-122 sensor
Cc1csc(NC(=O)C(NS(=O)(=O)c2ccc(Br)s2)c2ccccc2)n1 (stereo not drawn) | 4 | 3 | 1
Cc1ccc(CCNC(=O)NC(C)(C)C)cc1 | 7 | 0 | 4
Fc1ccc(CSc2nncn2NCc2ccc3c(c2)OCO3)cc1 | -10 | -2 | 1

(listing goes on)
Structure	PGC1a acetyl inh	Cneo AK release	miR-122 sensor
O=C(Nc1ccc(Cl)cc1)NC1CCCc2ccccc21 (stereo not drawn)	4	0	-8
COC(=O)c1ccc(CSc2nnc(NC(C)C)s2)cc1	-11	3	0
Cc1ccc(C)c(NS(=O)(=O)c2ccc(OCC(=O)NCc3ccco3)cc2)c1	5	-3	10
COc1ccc(C(=O)N2CCCC(c3nc(-c4cccs4)no3)C2)cc1 (stereo not drawn)	-18	0	1
COc1cnc(-c2ccccc2)nc1Oc1cccc(C)c1C	-32	-2	5
CC(=O)N(Cc1cccs1)C1CCOC(C)(C)C1 (stereo not drawn)	4	-2	-1
Nc1nnc(CSc2ccc(Cl)cc2)s1	12	-2	3
COC(=O)c1ccc(COC(=O)c2[nH]c(C)c(C(C)=O)c2C)o1	9	0	-2
CCOC(=O)C(NC(=O)OC(C)C)(Nc1nccs1)C(F)(F)F (stereo not drawn)	-21	-4	6
CCCn1c(=O)c(C(=O)Nc2ccccc2)c(O)c2ccccc21	1	2	2
Cc1cccn2c(=O)c(/C=C(\C#N)S(=O)(=O)c3ccccc3)c(N3CCC(C(N)=O)CC3)nc12	8	0	0
O=C(COC(=O)c1ccco1)Nc1cccc(Br)c1	3	-1	-6
C(#Cc1ccccc1)Cn1nnc2ccccc21	1	13	23
O=C(CSc1nc(Nc2ccccc2)nc(N2CCOCC2)n1)N1CCCC1	5	1	7
CNc1ncc(C(=O)C(C)(C)C)s1	11	0	-5
CCOC(=O)c1c(-c2ccc(C)c(C)c2)csc1NC(=O)C1CC=CCC1C(=O)O (stereo not drawn)	6	1	4
O=C(N/N=C\c1ccc(F)cc1)c1csnn1	6	3	1
O=C(Nc1ncc2c(n1)CC(c1ccco1)CC2=O)c1ccc(Cl)cc1 (stereo not drawn)	3	-7	4
CC(=O)Nc1cc2c(cc1Br)OCCO2	-1	-1	2
N=c1c2c(-c3ccccc3)c(-c3ccccc3)n(Cc3ccco3)c2ncn1Cc1ccco1	-27	22	0
CC1CCCCN1Cc1nc2c(c(=O)n(C)c(=O)n2C)n1Cc1c(F)cccc1Cl (stereo not drawn)	-3	0	-7
CS(=O)(=O)N(CC(=O)NC1CCCCC1)c1cccc(Cl)c1	10	-5	5
COc1ccc(NC(=O)CSC2=C(C#N)C(c3ccco3)C(C(=O)Nc3nc4ccccc4s3)=C(C)N2)cc1 (stereo not drawn)	-17	3	-2

Exported field by field: part of the list above
SMILES: O=C(COC(=O)c1ccco1)Nc1cccc(Br)c1
  PGC1a acetyl inh: 3
  Cneo AK release: -1
  miR-122 sensor: -6

SMILES: C(#Cc1ccccc1)Cn1nnc2ccccc21
  PGC1a acetyl inh: 1
  Cneo AK release: 13
  miR-122 sensor: 23

SMILES: O=C(CSc1nc(Nc2ccccc2)nc(N2CCOCC2)n1)N1CCCC1
  PGC1a acetyl inh: 5
  Cneo AK release: 1
  miR-122 sensor: 7

The list is partial; count on the stated rates, not on these rows.
